Screens deposited in PubChem by National Center for Advancing Translational Sciences (NCATS).
TCR act: activators of T cell receptors. primary human leukocytes, anti-CD3, IL-2 HTRF, 48 h. Potency, µM (doses to about 9.22 µM), for the others: at the top dose activation of IL-2 secretion, usual class: activators. 330,000 tested, under 10 active; also: % of control where 0% means no effect
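Primary human leukocytes incubated 48 hr with anti-CD3 beads plus compound, without co-stimulation. Secreted IL-2 measured by HTRF (europium cryptate/d2 anti-IL-2 pair, 320 nm excitation, 665 nm emission).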
AT treatment: potential ataxia-telangiectasia treatments restoring KAP-1 phosphorylation | […] A-T fibroblasts, KAP-1 phosphorylation AlphaLISA; neocarzinostatin DNA damage 30 min before lysis | Potency, µM (titrated, usually from 57.5 µM), for the others: at the top dose activation, actives largely listed as activators | 320,000 tested, 0.19% active | AID 485349; also: potency is read from the fitted curve at half-maximal effect; % of control where 0% means no effect; nearly all actives have a fitted effect of over 45% in size
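hTERT-immortalized A-T patient fibroblasts ([…]), 500 cells/well in OPTI-MEM, 1% FBS, got compounds for 60 min, then NCS for 30 min at 37C. Lysates were then assayed for phospho-KAP-1 by AlphaLISA (anti-pKAP1 donor, anti-KAP1 acceptor beads), 6 hr at 25C.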
a7 integrin act: activators of alpha7 integrin expression for muscular dystrophy. Potency, µM (series often up to 38.3 µM), without a hit: at the top dose activation, most hits filed as activators. 350,000 tested, 0.064% active. alpha7betagal myoblasts, beta-gal FDG fluorescence, 48 h;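 also: potency is read from the fitted curve at half-maximal effect; 100% = response of the positive control SU9516; nearly all actives have a fitted effect of over 60% in size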
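alpha7betagal+/- myoblasts (passage 13, 250/well) treated 48 h at 37C with compounds at 1:260 dilution of DMSO stock. Lysed, then beta-galactosidase activity read as FDG fluorescence (ex 480/em 540) after 30 min, with pre-read for autofluorescence.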
MLL CXXC-DNA inh: blocks binding of human MLL CXXC domain to DNA; Q03164; MLL-CXXC / FITC-HOXA9 DNA fluorescence polarization; Potency, µM (doses to about 115 µM), without a hit: top-dose activity change, negative = inhibition, hits mostly inhibitors; 290,000 tested, 0.037% active; active = well fitted inhibition curve with a large enough effect in the polarisation, with a control signal flat, not every such curve was filed as active; inconclusive = small, poorly fitted or top-dose-only effect, or effect the other way, or a change in a side signal; inactive = no such curve, though single readings can be large or run the other way; the % refers to the polarisation; also: potency is read from the fitted curve at half-maximal effect
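Steps: dispense CXXC domain solution (7 uM) → pin compounds or unlabeled HOX-A9 DNA control → 5 min ambient → add FLSN-HOX-A9 solution (50 nM) → spin → 30 min ambient → fluorescence polarization. Tris pH 7.5/NaCl/DTT/BSA buffer.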
MBNL1 CUG block: MBNL1-poly(CUG) RNA binding inhibition; Q9NR56; AID 2675; TR-FRET MBNL1-His/biotin-(CUG)12 binding, 665/545 ratio; 280,000 tested, 0.036% active; Potency, µM (titrated, usually from 57.5 µM), inactives show at the highest dose activity change, negative = inhibition, hits mostly inhibitors; active = well fitted inhibition curve with a large enough effect in the signal ratio, with a control signal flat, not every such curve was filed as active; inconclusive = small, poorly fitted or top-dose-only effect, or effect the other way, or a change in a side signal; inactive = no such curve, though single readings can be large or run the other way; the % refers to the signal ratio; also: potency is read from the fitted curve at half-maximal effect; % is scaled to controls: 0 for no effect and ±100 for the full control effect
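Ratiometric TR-FRET (665 over 545 nm, excitation 340 nm) tracks disruption of MBNL1-His/biotin-(CUG)12 complex after 60 min at room temperature, with compounds at 92 nM to 58 uM final.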
S-ASM inh: human S-ASM enzyme inhibition. Potency, µM (highest dose often 57.5 µM), for the others: at the top dose activity change, negative = inhibition, usual class: inhibitors. placental ASM, HMU-PC fluorogenic substrate, 60 min. 340,000 tested, 0.006% active. P17405; also: potency is read from the fitted curve at half-maximal effect
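Steps: dispense placental human ASM, pin compound, wait 10 min at room temperature, add HMU-PC0 substrate at 9 uM final, incubate 60 min at 37 °C, add stop solution raising pH to 10, read fluorescence.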
Mito fusion act: inhibitors of mitochondrial division or activators of mitochondrial fusion. S. cerevisiae fusion-defective mutant growth rescue, CellTiterGlo 48 h. Potency, µM (highest dose often 46.1 µM), inactives show at the top dose growth rescue (activation), hits mostly activators. 320,000 tested, 0.23% active. AID 485298;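 also: potency is read from the fitted curve at half-maximal effect; % of control where 0% means no effect; nearly all actives have a fitted effect of over 45% in size; temperature-sensitive fusion mutants such as fzo1-1 at 37 °C on non-fermentable ethanol glycerol medium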
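Yeast fusion mutant, YPEG (non-fermentable carbon), compound, 48 h at 37C non-permissive; CellTiterGlo added, 10 min RT, luminescence read. Rescued growth = division inhibition.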
TSG101-PTAP inh: blocks PTAP/TSG101 interaction to inhibit HIV-1 budding; 340,000 tested, under 10 active; Fluorescence polarization, FITC-PTAP peptide / Tsg101 binding; Potency, µM (doses to about 115 µM), for the others: at the top dose activity change, negative = inhibition, hits mostly inhibitors; AID 493005; active = well fitted inhibition curve with a large enough effect in the main read-out, with a control signal flat, not every such curve was filed as active; inconclusive = small, poorly fitted or top-dose-only effect, or effect the other way, or a change in a side signal; inactive = no such curve, though single readings can be large or run the other way; also: potency is read from the fitted curve at half-maximal effect; % of control where 0% means no effect
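Tsg101 binding domain (10 uM final) was mixed with compound and a FITC-labeled PTAP peptide (50 nM final) in HEPES pH 7.5 buffer with NaCl, Tween 20, EDTA and TCEP; fluorescence polarization was read after 20 min at r.t.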
Menin-MLL TR inh: displaces Texas Red mutant MLL peptide from human menin; Menin + Texas Red MLL mutant peptide, fluorescence polarization; Potency, µM (highest dose often 61.6 µM), without a hit: at the top dose FP activity change, negative = inhibition, most hits filed as inhibitors; 270,000 tested, 0.23% active; active = well fitted inhibition curve with a large enough effect in the polarisation, with a control signal flat, not every such curve was filed as active; inconclusive = small, poorly fitted or top-dose-only effect, or effect the other way, or a change in a side signal; inactive = no such curve, though single readings can be large or run the other way; the % refers to the polarisation; also: potency is read from the fitted curve at half-maximal effect; % of control where 0% means no effect; many of its hits are not listed in these tables
TSHR antag: human thyrotropin receptor antagonism. activity change, negative = inhibition, % at 11.5 µM. P16473. TSHR-expressing cells, TSH-stimulated cAMP HTRF, 2 h; hits give low values. 330,000 tested, 0.2% active;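 active = activity change below a set negative limit, meaning inhibition stronger than a set level, cut at about -70% in these data; inconclusive = activity change between two set negative limits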; also: % is scaled to controls: 0 for no effect and ±100 for the full control effect
Target sequence (P16473 whole entry, looked up): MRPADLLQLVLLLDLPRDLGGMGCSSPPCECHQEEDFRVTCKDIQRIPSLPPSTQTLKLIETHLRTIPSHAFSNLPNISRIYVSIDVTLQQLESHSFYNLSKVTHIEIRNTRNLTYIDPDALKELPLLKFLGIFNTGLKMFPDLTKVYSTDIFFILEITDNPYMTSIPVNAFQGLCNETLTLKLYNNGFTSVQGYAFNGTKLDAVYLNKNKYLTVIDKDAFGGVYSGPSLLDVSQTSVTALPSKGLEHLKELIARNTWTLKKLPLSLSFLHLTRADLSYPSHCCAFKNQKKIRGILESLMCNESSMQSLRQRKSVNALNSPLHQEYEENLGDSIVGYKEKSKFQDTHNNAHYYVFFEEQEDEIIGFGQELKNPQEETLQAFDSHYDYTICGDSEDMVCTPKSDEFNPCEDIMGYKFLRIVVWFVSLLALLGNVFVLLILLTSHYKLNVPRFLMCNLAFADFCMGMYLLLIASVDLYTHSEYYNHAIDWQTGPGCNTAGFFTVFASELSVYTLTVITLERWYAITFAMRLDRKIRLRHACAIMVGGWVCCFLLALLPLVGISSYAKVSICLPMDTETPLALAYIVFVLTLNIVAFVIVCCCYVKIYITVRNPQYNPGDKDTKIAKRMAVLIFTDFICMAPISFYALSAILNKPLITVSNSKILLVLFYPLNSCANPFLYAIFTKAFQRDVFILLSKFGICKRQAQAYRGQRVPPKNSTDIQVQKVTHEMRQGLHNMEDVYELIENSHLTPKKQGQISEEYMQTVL
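TSHR-expressing cells, 200/well, pre-treated with compound, then stimulated with EC80 TSH (4nM final) for 2 hours at 37 deg C. cAMP measured by competitive HTRF: anti-cAMP cryptate antibody in lysis buffer plus cAMP-d2, read after 30 minutes at room temperature.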
* marks the source's active call; other numbers are inactive results; ? = inconclusive; / = no result given; [ ] = another dose, or the depositor's remark. Unless noted, calls follow the shape of the dose curve; as a rule, active = well fitted curve in the direction sought with a large enough effect; inconclusive = small, poorly fitted or top-dose-only effect, or another doubt; inactive = no such curve, though single readings can be large; an effect the other way counts as inactive or inconclusive. Only part of the results is shown, so the mix of outcomes need not match the whole.

SMILES	TCR act	AT treatment	a7 integrin act	MLL CXXC-DNA inh	MBNL1 CUG block	S-ASM inh	Mito fusion act	TSG101-PTAP inh	Menin-MLL TR inh	TSHR antag
CSc1nc(NCC(C)C)c2c3c(sc2n1)CN(C)CC3	-2%	2%	-31%	0%	11%	392%[activator]	-7%	-9%	-29%	-10
O=C(Nc1ccc(CN2CCOCC2)cc1)c1ccc(Br)cc1	4%	1%	-23%	0%	-6%	-2%	1%	-4%	-21%	-3
COc1ccc(-n2nnnc2CNC(=O)c2ccc(S(=O)(=O)N3CCOCC3)cc2)cc1	5%	8%	-17%	/	/	-1%	-2%	-3%	/	8
C/C(=N\NC(=O)C1CC1)c1ccc(Cl)c(Cl)c1	1%	?	1%	7%	-7%	4%	-3%	-4%	2%	1
CC1(C)COCN1S(=O)(=O)c1ccc(C(=O)Nc2nnc(-c3ccc(Cl)s3)o2)cc1	15%[46.1 µM]	-3%	-32%	-3%	0%	1%	2%	-13%	?	-14
O=C(O)CSc1nc(-c2cccs2)cc(C(F)(F)F)n1	5%	14%	-19%	-1%	2%	0%	18%	-6%	-21%	0
O=S(=O)(Cc1ccc(Cl)cc1)N1CCN(c2ncccn2)CC1	-4%	5%	-2%	16%	6%	-3%	2%	/	/	-10
COc1ccc(CCN=Cc2ccccc2O)cc1OC	-6%	0%	12%	-9%	-3%	1%	1%	-1%	/	0
O=C(CCc1nnc(COc2ccccc2)o1)NCc1ccccc1	-1%	8%	21%	3%	1%	3%	5%	-2%	?	3
COC(=O)C1CCN(C(=O)COC(=O)/C=C/c2ccc(O)c(OC)c2)CC1	4%	0%	-11%	/	/	26%	/	-2%	/	/
O=S(=O)(/C=C/c1ccccc1)Nc1ccc(F)cc1	1%	-1%	-152%[inhibitor]	?	0%	-2%	-1%	-3%	10%	3
CCc1ccccc1NC(=O)N1CCC(NC(=O)C(Cc2ccccc2)NC(C)=O)CC1 (stereo not drawn)	2%	6%	-18%	-1%	-9%	1%	-5%	-4%	-1%	0
COc1cccc(C(=O)NCC2CCCN(C3CCCCC3)C2)c1OC (stereo not drawn)	0%	4%	-6%	-1%	17%	6%	-1%	-1%	-2%	10
Cc1ccc(NC(=O)Nc2nc3ccc(S(C)(=O)=O)cc3s2)cc1	-1%	-1%	-4%	/	/	-3%	-5%	-1%	/	2
CN(C)/N=C/c1ccc(Sc2ccccc2[N+](=O)[O-])o1	2%	-10%	?	10%	?	-7%	7%	-1%	?	-8
CCN(CC(=O)NCc1cccs1)S(=O)(=O)c1ccccc1Cl	/	7%	-3%	/	/	1%	-3%	1%	/	-5
CC1CCN(CCOCCOc2ccccc2-c2ccccc2)CC1	-1%[46.1 µM]	-4%	-45%	12%	5%	3%	-8%	-1%	-13%	14
O=C(COC(=O)/C=C/c1ccc(S(=O)(=O)N2CCOCC2)cc1)NCc1ccccc1	-8%	-3%	-12%	-2%	?	-1%	1%	-1%	-4%	-1
COc1cccc(CC(=O)Nc2cc(C(F)(F)F)ccc2N2CCCC2)c1	-4%	7%	-17%	9%	10%	1%	-1%	0%	/	-7
O=C(Nc1cccc(NC(=O)c2ccc(Br)o2)n1)c1ccc(Br)o1	-3%	1%	2%	-8%	-2%	-1%	-6%	-2%	6%	-7
CC(C)CCn1c(O)c(N=Nc2ccccn2)c2ccccc21	-5%	11%	-6%	41%[activator]	/	-19%	4%	0%	-19%	6
Cc1ccccc1Nc1nc(N)nc(COC(=O)c2cccn2C)n1	6%	2%	7%	16%	0%	-2%	2%	-12%	0%	-4
Cc1ccc(N2CC(=O)Nc3c(sc4nc(C)cc(C)c34)C2=O)cc1	-4%	7%	4%	2%	-2%	7%	2%	-6%	/	29
COc1ccc(-n2c(C)nc3cc(C(=O)NCCN4CCOCC4)ccc32)cc1	3%	/	-11%	2%	0%	1%	2%	-9%	0%	-12
COc1ccccc1NC(=O)Nc1cnccn1	2%	2%	8%	-2%	-3%	2%	-3%	-2%	-28%	6
Cc1[nH]n(-c2ncc(-c3ccc(Cl)cc3)s2)c(=O)c1C(c1ccc(Cl)cc1)C(C#N)C#N (stereo not drawn)	2%[46.1 µM]	3%	-28%	2%	5%	/	-4%	-7%	?	-6
CCC(C)[C@H](N)c1nnc(SCc2cccc(F)c2)o1 (stereo partly drawn)	/	7%	-16%[7.66 µM]	8%	-8%	-1%	12%	1%	5%	6
COC(=O)c1cccc(NC(=O)CCNC(=O)c2ccc([N+](=O)[O-])cc2)c1	3%[46.1 µM]	-1%	-23%	5%	?	-1%	1%	-1%	-18%	-1
COCC(C)n1c(SCC(=O)NC(=O)Nc2ccc3c(c2)OCCO3)nc2ccccc2c1=O (stereo not drawn)	6%	-2%	-6%	3%	2%	-6%	8%	-1%	-10%	0
CSc1nnc(-c2ccccc2Cl)o1	-1%	-2%	-17%	21%	-4%	-1%	0%	0%	-1%	7
CCOc1ccc(C2C(C#N)=C(N)Oc3cc(C)n(Cc4ccco4)c(=O)c32)cc1OC (stereo not drawn)	0%	1%	-15%	21%	13%	5%	-4%	-9%	9%	-6
C[S+](CC[C@H](N)C(=O)O)C[C@H]1O[C@@H](n2cnc3c(N)ncnc32)[C@H](O)[C@@H]1O (stereo partly drawn)	4%	-4%	/	-6%	/	0%	-13%	-5%	2%	9
CCOc1cc(N2CCOCC2)c(OCC)cc1NC(=O)c1nc2nccc(C)n2n1	/	4%	/	-2%	-1%	/	-1%	/	-6%	-11
CCN(CC)S(=O)(=O)c1cccc(S(=O)(=O)N2CCCCC2)c1	/	2%	3%	3%	14%	-1%	7%	-7%	-2%	17
Cc1cccc(C(=O)NNC(=O)c2ccccc2C)c1	-2%	1%	25%	-4%	-10%	-1%	-4%	-1%	13%	5
COC(=O)c1ccc(CSc2nnc(-c3ccc4c(c3)OCO4)n2-c2ccccc2)o1	6%[46.1 µM]	4%	7%	?	-6%	-2%	18%	-7%	9%	35
Cc1ccc(C)c(N2CCN(C3CCCC(C)C3)CC2)c1 (stereo not drawn)	/	17%	-19%	4%	-1%	7%	-9%	3%	-26%	-3
COc1cc(OC)cc(C(=O)NN2CCOCC2)c1	-1%	7%	4%	-5%	-1%	7%	0%	-14%	/	-30
NC(=O)c1ccc(NCCc2ccccc2)c([N+](=O)[O-])c1	-1%	3%	4%	?	?	-8%	?	-5%	4%	-22
Cc1c(Cc2ccccc2)c(=O)oc2cc(OCC(N)=O)ccc12	2%	-1%	-35%[inhibitor]	22%	21%	32%	0%	-2%	?	19
CC(Oc1ccc2oc3ccccc3c2c1)C(=O)NC12CC3CC(CC(C3)C1)C2 (stereo not drawn)	-3%[46.1 µM]	8%	-39%	-1%	-13%	-14%	20%	-1%	-12%	1
CSCCC(NS(=O)(=O)c1cccc(C(F)(F)F)c1)C(=O)N(C)Cc1ccc2c(c1)OCCO2 (stereo not drawn)	/	5%	24%	0%	-3%	3%	-1%	-6%	/	-1
Cc1ccc(NC(=O)Cn2nnc(-c3ccc4c(c3)OCO4)n2)cc1F	-5%	0%	0%	1%	5%	-3%	0%	0%	-16%	-5
O=C1CCCN1CN(C(=O)c1ccccc1)c1ccccc1	-2%	1%	0%	8%	2%	1%	1%	0%	-9%	1
O=C(O)CSc1ncnc2nc[nH]c12	5%	-1%	5%	0%	-1%	3%	-4%	-6%	-1%	-2
COc1ccc(NS(=O)(=O)c2cn(C)c(=O)n(C)c2=O)cc1	3%	-4%	12%	-19%	-3%	3%	1%	-1%	/	0
COc1ccc(C(=O)OCC(=O)NCc2cccs2)c(OC)c1OC	/	5%	27%	/	/	1%	/	-2%	/	17
COc1ccc2oc(-c3ccc(C)c(NC(=O)CSc4ccc(Cl)cc4)c3)nc2c1	-5%	-1%	18%	6%	11%	4%	2%	-2%	41%[activator]	-5
